Spn PMK inh: blocks S. pneumoniae phosphomevalonate kinase; 65,000 tested, 0.49% active; inhibition, % at 10 µM; purified PMK, PK/LDH-coupled NADH absorbance 340 nm;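 active means top-ranked compounds by inhibition in the single 10 µM screen, taking a fixed number of the strongest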;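 further: 0% = full reaction with DMSO carrier and 100% = background rate without enzyme reaction; no value below 0 was filed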
TNAP inhibition: human TNAP enzyme inhibitors, biochemical, luminescent (AID 518); purified TNAP enzyme, luminescent substrate readout; higher % means a stronger effect; inhibition, % at 20 µM; hits with a dose series show IC50 in µM; 64,000 tested, 0.09% active; in the data active means a potency from the dose series; inactive means the rest, 99 in 100 with inhibition below about 22%;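 further: plate controls were vehicle for no effect and reference inhibitor for full effect; many of its hits are not listed in these tables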
LYP phosphatase: inhibition of human PTPN22 tyrosine phosphatase – biochemical, DiFMUP fluorescence, recombinant catalytic domain, 10 µM, primary screen (AID 606); recombinant LYP catalytic domain, DiFMUP fluorescence; higher % means a stronger effect; one-dose inhibition, % at 10 µM; IC50 in µM for titrated hits; 52,000 tested, under 10 active;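 active means IC50 under 40 µM in the dose-response test; inactive means IC50 of 40 µM or more, or never dose-tested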
HPDE-C7K KRASV12: viability loss of HPDE-C7K cells – cell-based, fluorescence, HTS, primary screen (AID 431) | one-dose cytotoxicity, % at 10 µM; EC50 in µM for titrated hits | 63,000 tested, 1.7% active | HPDE-C7K KRASV12 cells, Alamar Blue viability, 48 h; higher % means a stronger effect;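 active means compounds whose percent cytotoxicity in the single-dose primary screen, scaled between solvent and toxic-drug controls, exceeds 50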;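 further: 0% = DMSO solvent wells and 100% = doxorubicin-treated wells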
Spn MK inh: S. pneumoniae mevalonate kinase inhibition; purified MK, PK/LDH-coupled NADH absorbance 340 nm; inhibition, % at 10 µM; 65,000 tested, 0.48% active;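 active means ranked among the strongest by inhibition in the single 10 µM screen, a fixed top-ranked set picked for dose follow-up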; further: no value below 0 was filed
Spn DPM-DC inh: blocks S. pneumoniae diphosphomevalonate decarboxylase. calls only at 10 µM. 65,000 tested, 0.49% active. AID 556. purified DPM-DC, PK/LDH coupled NADH fluorescence;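 active means the 320 compounds with the highest percent inhibition in the single-dose primary screen, excluding strongly autofluorescent ones, cut at about 32% in these data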;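 further: kinetic rate of NADH fluorescence loss reporting ADP formed by the decarboxylase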
HT1080 cytotoxicity: cytotoxicity in HT1080 fibrosarcoma cells, cell-based, fluorescence readout (AID 620) | HT1080 viability, fluorescence; higher % means a stronger effect | cytotoxicity, % at 10 µM, or EC50 in µM where a hit was titrated | 87,000 tested, 0.42% active;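 further: cells exposed to compound overnight then 4 h with Alamar Blue; 0% = vehicle DMSO and 100% = killing control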
Bfl-1 displacement: displacement of Bid BH3 peptide from Bfl-1 – biochemical, fluorescence polarization, FITC-Bid, mouse, primary screen (AID 432); displacement, % at 20 µM, or IC50 in µM where a hit was titrated; FITC-Bid BH3 peptide fluorescence polarization displacement; higher % means a stronger effect; 64,000 tested, 0.02% active; in the data active means a potency from the dose series; inactive means the rest, 99 in 100 with displacement below about 15%; further: strong numbers were not always called active
HPDE-C7 viability: HPDE-C7 pancreatic duct cell viability loss – fluorescence, HTS (AID 430); HPDE-C7 pancreatic duct cells viability, fluorescence; higher % means a stronger effect; one-dose cytotoxicity, % at 10 µM; EC50 in µM for titrated hits; 63,000 tested, 1.8% active;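 further: cells exposed to compound for 48 hours before viability readout; 0% = vehicle and 100% = reference cytotoxic drug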
Spn PMK inh pilot replicates: also measured in Spn PMK inh; calls as there; inhibition, %; measured here: pilot screen replicates
Spn MK inh pilot replicates: recorded beside Spn MK inh, whose call it bears; inhibition, %; measured here: pilot screen replicates
Spn DPM-DC inh pilot screen %: recorded beside Spn DPM-DC inh, whose call it bears; inhibition, %; measured here: pilot screen trials
* marks the source's active call; other numbers are inactive results; i = inactive; / = not tested or not shown. Unless noted, no stated cut-off is given here; in the data, active means cytotoxicity above about 50%; inactive means the rest.

Preview (4 entries):
SMILES	Spn PMK inh	TNAP inhibition	LYP phosphatase	HPDE-C7K KRASV12	Spn MK inh	Spn DPM-DC inh	HT1080 cytotoxicity	Bfl-1 displacement	HPDE-C7 viability	others
O=C(O)CC(Cn1cnnn1)c1ccccc1 (configuration not stated)	4	-1%	-3%	-6%	8	i	2%	-1%	-7%
Cc1ccc(-n2c(SCC(=O)NC3CCCCC3)nc3c(c2=O)SCC3)cc1	7	4%	10%	-6%	5	i	5%	-4%	-5%
O=C(c1ccc2nc(N3CCCCC3)sc2c1)N1CCN(Cc2ccc3c(c2)OCO3)CC1	12	0%	2%	7%	3	i	-12%	-3%	-5%
CCC(C)NS(=O)(=O)c1ccc(OCC(=O)NCc2ccc3c(c2)OCO3)cc1 (configuration not stated)	8	9%	-2%	1%	8	i	0%	-5%	-4%

The listing, from the start:
SMILES	Spn PMK inh	TNAP inhibition	LYP phosphatase	HPDE-C7K KRASV12	Spn MK inh	Spn DPM-DC inh	HT1080 cytotoxicity	Bfl-1 displacement	HPDE-C7 viability	others
O=C(O)CC(Cn1cnnn1)c1ccccc1 (configuration not stated)	4	-1%	-3%	-6%	8	i	2%	-1%	-7%
Cc1ccc(-n2c(SCC(=O)NC3CCCCC3)nc3c(c2=O)SCC3)cc1	7	4%	10%	-6%	5	i	5%	-4%	-5%
O=C(c1ccc2nc(N3CCCCC3)sc2c1)N1CCN(Cc2ccc3c(c2)OCO3)CC1	12	0%	2%	7%	3	i	-12%	-3%	-5%
CCC(C)NS(=O)(=O)c1ccc(OCC(=O)NCc2ccc3c(c2)OCO3)cc1 (configuration not stated)	8	9%	-2%	1%	8	i	0%	-5%	-4%
COc1ccc(S(=O)(=O)NCCSCc2cccs2)cc1	24	20%	-6%	3%	14	i	0%	2%	2%
O=C1c2ccccc2-c2ncnc3cccc1c23	0	9%	5%	-5%	7	i	0%	-3%	1%
COc1ccc(N(CC(=O)NCc2ccccc2OC)S(=O)(=O)c2c(C)nn(C)c2C)cc1	16	4%	1%	-2%	6	i	-3%	-5%	-8%
Cn1c(C(=O)OC(C(=O)NC2CCCC2)c2cccnc2)cc2sccc21 (configuration not stated)	14	9%	13%	-7%	0	i	-5%	-2%	4%	Spn PMK inh pilot replicates=0.0;Spn MK inh pilot replicates=0.0;Spn DPM-DC inh pilot screen %=0.0
CCCCCOc1ccc(N2C(=O)CC(N(O)c3ccccc3)C2=O)cc1 (configuration not stated)	6	20%	16%	-3%	14	i	7%	3%	1%
Cc1cc(C)nc(SCCC(=O)N2CCOCC2)n1	8	-4%	6%	3%	12	i	1%	2%	6%
CC(C)N(Cc1nc(-c2ccccc2)no1)C(=O)COc1ccccc1	21	6%	11%	15%	2	i	-13%	4%	7%
CCc1ccc2nc(NC(=O)c3ccc4c(=O)[nH]c(CN5CCOCC5)nc4c3)sc2c1	14	6%	2%	5%	0	i	-3%	4%	6%
COc1ccc(-c2nc(CCNC(=O)c3ccco3)cs2)cc1OC	2	20%	-1%	10%	2	/	1%	0%	-2%	Spn PMK inh pilot replicates=0.0;Spn MK inh pilot replicates=0.0
Cc1ccc(S(=O)(=O)Cn2nnnc2C(c2ccc(F)cc2)N2CCCCC2)cc1 (configuration not stated)	3	4%	0%	12%	0	i	0%	-10%	0%
CCS(=O)(=O)Nc1c(C(=O)O)[nH]c2ccccc12	4	4%	-6%	-19%	2	i	-11%	-3%	-12%
O=C(OCC#CCSc1nnc(-c2ccc(Br)cc2)o1)c1ccco1	8	5%	3%	4%	9	i	9%	-6%	14%
O=C1C(Cl)=C(NCCCN2CCOCC2)C(=O)N1CCc1ccccc1	22	12%	16%	2%	10	i	-3%	-5%	1%
COc1ccccc1Nc1ncnc2c1cnn2-c1cccc(C)c1	2	15%	-1%	-8%	10	i	-5%	-6%	-2%	Spn PMK inh pilot replicates=1.0;Spn MK inh pilot replicates=0.0;Spn DPM-DC inh pilot screen %=3.5
CC(NC(=O)c1cccs1)C(c1cccs1)N1CCN(Cc2ccccc2)CC1 (configuration not stated)	15	9%	/	-4%	1	i	-23%	22%	-2%
COC(=O)C1=C(CN2CCc3ccccc32)NC(=O)NC1c1cc(C)ccc1C (configuration not stated)	2	14%	8%	2%	6	i	1%	-8%	1%
CC(=O)c1ccc(NC(=O)C2CCCN2S(=O)(=O)c2ccc(C)cc2)cc1 (configuration not stated)	3	8%	4%	-5%	4	i	-10%	6%	2%
O=C(Nc1ccc2c(c1)OCO2)c1ccc(Br)c(S(=O)(=O)N2CCCC2)c1	2	10%	8%	14%	3	i	0%	4%	8%	Spn PMK inh pilot replicates=1.0;Spn MK inh pilot replicates=5.5;Spn DPM-DC inh pilot screen %=1.0
CCN(CC)S(=O)(=O)c1ccc2nc(COC(=O)c3n[nH]c4ccccc34)[nH]c2c1	18	-3%	-15%	3%	2	i	1%	-6%	3%
CN(C)S(=O)(=O)c1cccc(C(=O)N2CCN(Cc3ccccc3)CC2)c1	12	8%	3%	-2%	0	i	-4%	5%	-1%
COc1cc(-c2nnn(CC(=O)NC3CCS(=O)(=O)C3)n2)ccc1OCc1ccccc1 (configuration not stated)	12	10%	11%	-3%	0	i	-1%	-5%	-15%

Further entries:
SMILES	Spn PMK inh	TNAP inhibition	LYP phosphatase	HPDE-C7K KRASV12	Spn MK inh	Spn DPM-DC inh	HT1080 cytotoxicity	Bfl-1 displacement	HPDE-C7 viability	others
O=C(C1CCN(C2CC(=O)N(c3ccc(F)cc3)C2=O)CC1)N1CCOCC1 (configuration not stated)	11	16%	16%	14%	6	i	8%	0%	13%	Spn PMK inh pilot replicates=4.5;Spn MK inh pilot replicates=3.0;Spn DPM-DC inh pilot screen %=1.0
COc1ccc(C(=O)Nc2cccc(C(=O)N3CCCC3)c2)cc1	6	9%	-11%	-4%	8	i	2%	-3%	-5%
CCN(c1cccc(C)c1)c1ncnc2nc[nH]c12	7	-2%	-2%	-10%	4	i	1%	-2%	-17%
Cc1nc(NCCc2cnc[nH]2)c2oc3ccccc3c2n1	0	0%	/	3%	13	i	2%	-2%	-14%
CCOc1ccc(-c2nn[nH]n2)cc1	8	9%	-25%	/	5	i	0%	-8%	/
CSc1nc(N)nc(SCC(=O)OC(C)C)c1C#N	2	16%	/	-1%	6	i	-10%	10%	-2%
COc1ccc(N=c2scc(-c3ccc(S(=O)(=O)N4CCOCC4)cc3)n2CCCO)cc1	3	14%	5%	8%	12	i	-8%	0%	-4%	Spn PMK inh pilot replicates=0.5;Spn MK inh pilot replicates=1.0;Spn DPM-DC inh pilot screen %=3.0
Cc1cccc(OCCCC(=O)Nc2ccc(S(=O)(=O)Nc3onc(C)c3C)cc2)c1C	8	2%	-4%	6%	11	i	6%	3%	8%
O=C1Nc2ccc(S(=O)(=O)N3CCOCC3)c3cccc1c23	0	6%	4%	0%	4	/	-7%	0%	-2%
Cc1cc(C)n2nc(CC(=O)NC3CCCCCC3)nc2n1	22	9%	7%	-2%	2	i	13%	-4%	-8%
O=C(Nc1ccccc1C(F)(F)F)N1CCC(n2c(=O)[nH]c3ccccc32)CC1	7	7%	5%	9%	0	i	14%	-7%	-3%
CCN1C2=C(C(=O)CCC2)C(c2ccc(O)c(Br)c2)C2=C1CCCC2=O	4	14%	/	7%	6	/	2%	12%	5%
COc1ccc(NC(=O)c2nc[nH]c2C(=O)Nc2ccccc2C)cc1	9	7%	0%	37%	0	i	31%	-8%	55%*
O=C(NCCCN1CCCC1=O)c1csc2ccccc12	4	3%	1%	7%	12	i	4%	-4%	-3%
CC1Cc2ccccc2N1Cc1cc(=O)n2ccsc2n1 (configuration not stated)	11	22%	0%	12%	3	i	-2%	11%	2%	Spn PMK inh pilot replicates=3.0;Spn MK inh pilot replicates=0.5;Spn DPM-DC inh pilot screen %=3.0
CCCCn1nc(NC(=O)c2cccs2)c2cc3cc(OC)ccc3nc21	10	3%	10%	23%	4	/	10%	-9%	29%
O=C(NCc1ccccn1)C1COc2ccccc2O1 (configuration not stated)	7	2%	10%	-16%	4	i	1%	-2%	-5%
O=C(CSc1nnc(-c2c[nH]c3ccccc23)n1-c1ccc(F)cc1)NCc1ccco1	14	/	20%	/	4	i	-16%	/	/
COCCNC(=O)C(c1cccs1)N(CCc1ccccc1)C(=O)Cn1nnc2ccccc21 (configuration not stated)	0	4%	8%	-6%	9	i	-2%	-6%	-13%
CCOC(=O)c1cn(CC(=O)Nc2ccc3c(c2)OCCO3)nn1	3	8%	1%	2%	0	i	-8%	-6%	-3%
Cc1cc(C(=O)N2CCN(S(C)(=O)=O)CC2)cs1	0	2%	-7%	8%	2	i	0%	2%	-4%
CN1C(=O)NC(NC(=O)C2CCCCC2)(C(F)(F)F)C1=O (configuration not stated)	2	7%	4%	-5%	5	i	8%	-5%	17%	Spn PMK inh pilot replicates=7.0;Spn MK inh pilot replicates=1.5;Spn DPM-DC inh pilot screen %=0.5
Fc1ccccc1N1CCN(CCCNc2ccc3nncn3n2)CC1	6	-3%	-7%	5%	10	i	-3%	-4%	1%
Cc1ccc(C2N(c3ccc(F)cc3)C(=O)C3CCCN32)cc1 (configuration not stated)	2	7%	-2%	6%	2	i	-1%	-3%	-2%
CC(C)(C)c1cc(CN2CCOCC2)c(C(=O)O)o1	0	2%	8%	2%	7	i	-2%	0%	-10%

Other compounds follow.
SMILES	Spn PMK inh	TNAP inhibition	LYP phosphatase	HPDE-C7K KRASV12	Spn MK inh	Spn DPM-DC inh	HT1080 cytotoxicity	Bfl-1 displacement	HPDE-C7 viability	others
CC(=O)CCc1c(C)[nH]c2ccc(NC(C)=O)cc2c1=O	6	5%	11%	2%	5	i	10%	-5%	0%
CC(=O)c1cnc(Nc2nc(C)c3ccc(C)cc3n2)nc1C	3	4%	/	0%	7	i	10%	-1%	2%
CC1(C)CC2CC(C)(CN2C(=O)c2cc(-c3ccccc3O)on2)C1 (configuration not stated)	3	16%	11%	14%	10	i	-2%	-2%	26%
COC(=O)CSc1n[nH]c(-c2ccncc2)n1	3	6%	-25%	-20%	7	i	6%	1%	-4%
CN(CC(=O)Nc1ccc2c(c1)OCCO2)S(=O)(=O)c1cccc2cccnc12	3	5%	-2%	-5%	4	i	-2%	1%	-17%
C1CCN(c2nc(N3CCCCC3)nc(N3CCNCC3)n2)CC1	16	3%	/	12%	11	i	-4%	-11%	3%
CS(=O)(=O)N1CCCC(C(=O)NCCc2ccc(Cl)cc2)C1 (configuration not stated)	26*	7%	0%	4%	0	i	-6%	7%	-5%
Cc1sc2nc(CN(CCc3ccccc3)C(=O)c3ccco3)[nH]c(=O)c2c1C	5	3%	3%	2%	10	i	0%	-3%	-4%
CCOC(=O)c1ccccc1NC(=O)CN1C(=O)CCS(=O)(=O)c2ccccc21	0	0%	4%	-12%	3	i	2%	-2%	-23%
Clc1ccc2nc(N3CCCCC3)[nH]c2c1	2	6%	4%	-2%	0	i	31%	-3%	-4%	Spn PMK inh pilot replicates=3.5;Spn MK inh pilot replicates=0.5;Spn DPM-DC inh pilot screen %=4.0
Cc1cccc(C)c1NC(=O)c1c(-c2ccccc2)noc1C	3	8%	10%	3%	9	i	-2%	-5%	-10%
O=S(=O)(c1ccccc1)N1CCN(C2CCN(Cc3ccccc3)CC2)CC1	0	9%	17%	29%	7	i	5%	-1%	23%
